F508del corr – correctors of CFTR F508del function in bronchial epithelial cells; CFBE cells, YFP halide quenching; stimulated with forskolin plus potentiator P3; % fluorescence drop versus neutral controls; 350,000 tested, 0.36% active; activity (quench increase), % at 7.58 µM;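 active = mean added fluorescence quench of at least 8% versus neutral control, with both replicates also reaching 8%; inconclusive = only one of the mean or replicate conditions met; inactive = mean below 8% and not both replicates reaching 8%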;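 note: cells transiently co-express mutant CFTR-F508del with the halide-sensitive YFP; corrector assay measuring rescue of mutant channel to the surface after 24 h compound exposure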
GSIS activator – GLuc luminescence reporter in INS-1E cells, primary screen for activators of glucose-dependent secretion of insulin | INS-1E GLuc reporter insulin secretion, 2-3 h | activation, % at 16.6 µM | 370,000 tested, 0.61% active | AID 743287;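 active = lowest replicate activation of at least 40%, so every replicate reaches that level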;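 note: 0% = median of neutral control wells and 100% = median of IBMX positive control wells; some compounds called inactive have numbers as strong as hits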
FN deposit inh – fibronectin deposition inhibition; inhibition, % at 12.6 µM; 350,000 tested, 0.086% active; AH1F fibroblasts, Alexa488-fibronectin deposition fluorescence, overnight;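 active = mean inhibition across replicates of 30% or more, regardless of how many single replicates reach that level; inconclusive = mean under 30% yet at least half of replicates reach 30%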;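 note: positive control wells lacked labelled fibronectin entirely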
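Assay system: AH1F fibroblasts assembling fluorescent fibronectin matrix; Amount: 10000 AH1F cells per well; Buffer or medium: DMEM, 2% serum; Probe or stimulus: Alexa488-fibronectin, 24 nM final in well; Doses: single compound dose, delivered by pin transfer; Incubation: 1 h adhesion, overnight exposure; Measured by: fluorescence 485/525 nm; Read-out: fibronectin deposition inhibition.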
miR122 inh – blocks miR-122 activity in Huh7 sensor cells. Huh7 miR-122 Renilla luciferase sensor, 48 h; neutral wells = 0, positive control = 100. activation (reporter increase), % at 12.5 µM. 340,000 tested, 0.3% active. AID 602342;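 active = mean replicate activation score at least 90 and every replicate individually at or above 90; inconclusive = only one of the two criteria met; inactive = neither criterion met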;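 note: higher luciferase means less miR-122 activity so hits act as miR-122 inhibitors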
PAX8 reporter – lowers PAX8-driven luciferase in RMG-I cells | RMG-I TPO-luciferase reporter, SteadyGlo, 24 h | inhibition, % at 12.6 µM | 360,000 tested, 1.2% active;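 active = mean replicate inhibition at least 60% with every replicate also reaching 60%; inconclusive = only one of the two criteria is met; inactive = mean below 60% and not all replicates reaching 60%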;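 note: luciferase light reporting Pax8 driven TPO promoter activity; plate controls were median of neutral control wells for no effect and mitoxantrone controls for full effect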
EWS-Fli block – EWS/Fli transcriptional activity inhibition; A673 NR0B1-luciferase reporter, viability-normalised; inhibition, % at 12.6 µM; 350,000 tested, 0.67% active; AID 651661;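 active = mean inhibition of at least 50% after viability correction, with every replicate also passing that limit; inconclusive = mean reaches 50% but only one of two replicates passes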;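 note: firefly luciferase signal divided by Alamar Blue viability fluorescence both relative to DMSO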
DENV2 CPE rescue – protects cells from dengue virus 2 cytopathic effect | DENV2-infected cells, cytopathic effect rescue, plate reader | CPE inhibition, % at 9.99 µM | 350,000 tested, 1.7% active | AID 651640; in the data active = CPE inhibition above about 20%, passing the limit was not always enough; inconclusive = no clear call, values can overlap the other calls; tested in BHK-21 cells;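 note: 0% = median of neutral control wells and 100% = median of positive control wells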
* = called active by the depositor; ? = inconclusive; . = no result given; ! = repeats disagree; [ ] = remark or other dose. Rows were taken by chance (roughly 3.9% active in at least one column).

nr	SMILES	F508del corr	GSIS activator	FN deposit inh	miR122 inh
1	CCC(c1nnnn1-c1ccc2c(c1)OCCO2)N1CCN(c2cc(C)ccc2C)CC1 (stereo not drawn)	-3.6	.	-1	.
2	C[C@H]1CN([C@@H](C)CO)C(=O)c2cc(C3=CCCC3)cnc2O[C@H]1CN(C)C(=O)C1CCOCC1	0.4	22	.	-3[16.7 µM]
3	O=C(C[C@H]1C[C@H]2c3cc(NC(=O)Cc4ccncc4)ccc3O[C@H]2[C@@H](CO)O1)NCc1ccc(-c2ccccc2)cc1	-2.5	2	.	5[16.7 µM]
4	O=C(NC1CCCC1)c1ccc2c(c1)N(Cc1ccccc1)CCS2	1.4	12	-8	12
5	CC1=CC(C)(C)[N+](C)(C)c2ccccc21	-1.5	4	.	-3
6	C[C@H](CO)N1C[C@H](C)[C@H](CN(C)C(=O)Nc2ccc(C(F)(F)F)cc2)Oc2ccc(NC(=O)Cc3cn(C)c4ccccc34)cc2C1=O	1.7	-5	15	-4[16.7 µM]
7	CCCC(=O)Nc1ccc2c(c1)C(=O)N(C)[C@H]1CC[C@@H](CC(=O)NCc3ccccc3)O[C@H]1CO2	4.1	-6	-13	58[16.7 µM]
8	COC(=O)c1cc(=O)nc(NN=Cc2ccccc2)s1	4.1	-10	9	.
9	CCOC(=O)CSc1nc2c(sc(=S)n2-c2ccccc2)c(=O)n1-c1ccc(OC)cc1OC	1.1	-7	0	-4
10	Cn1c(SCC(=O)N2CCCc3ccccc32)nnc1-c1ccccc1	3.3	27	.	.

nr	PAX8 reporter	EWS-Fli block	DENV2 CPE rescue
1	-30	-9	?
2	-24	6	12
3	13	17	-2
4	16	10	8
5	-11	-2	.
6	.	-7	2
7	8	4	4
8	-9	1	0
9	10	-7	-5
10	.	2	-1

Next section
nr	SMILES	F508del corr	GSIS activator	FN deposit inh	miR122 inh
11	C[C@H](CO)N1C[C@H](C)[C@H](CN(C)C(=O)Nc2ccc(F)cc2)Oc2ccc(NC(=O)C3CCCCC3)cc2CC1=O	2.1	4	-13	-4[16.7 µM]
12	O=C(c1ccc(-n2cncn2)c([N+](=O)[O-])c1)N1CCN(S(=O)(=O)c2cccc(F)c2)CC1	-1.3	-9	2	-4
13	COc1ccc(C[C@H]2CCn3cc(nn3)COC[C@H](c3ccccc3)NC2=O)cc1	.	5	-11	.
14	CC(C)c1ccc(NC(=S)N2CCCC2)cc1	0.1	9	-1	14
15	COc1ccccc1/C=N/NC(=S)NCc1ccco1	1.6	-8	-4	-1
16	C=C1CCN([C@@H](Cc2ccccc2)C(=O)NCCCc2ccccc2)S(=O)(=O)c2ccccc21	0.2	-26	-5	-10
17	CCCCNC(=O)c1onc(CSc2cccc(OCC)c2)c1C(=O)O	-0.2	.	-2	-8
18	CC(C)NC(=O)N(C)C[C@H]1OCc2ccccc2-c2c(n(C)c3ccccc23)C(=O)N([C@@H](C)CO)C[C@H]1C	-2.9	6	-3	.
19	CC1CC(C)CN(C(=O)C(NS(=O)(=O)c2ccc(Br)s2)c2ccccc2)C1 (stereo not drawn)	.	-19	-5	4
20	Cn1c(NNC(=O)c2ccc(C(C)(C)C)cc2)cc(=O)n(C)c1=O	0.0	-1	.	-9

nr	PAX8 reporter	EWS-Fli block	DENV2 CPE rescue
11	-31	-8	3
12	-8	0	3
13	0	2	0
14	-147	.	-3
15	26	0	-6
16	11	4	0
17	-2	0	24*
18	.	1	-11
19	-1	.	.
20	3	-1	4

(cont.)
nr	SMILES	F508del corr	GSIS activator	FN deposit inh	miR122 inh
21	CCOC(=O)N1CCN(C(c2ccccc2)c2sc3nc(C)nn3c2O)CC1 (stereo not drawn)	2.0	-6	.	-8
22	Nc1cccc(C(=O)N/N=C/c2ccsc2)c1	-1.7	4	1	.
23	COc1cc(C(=O)N(Cc2ccccc2)c2cccc(C)c2)ccc1OC(F)F	1.5	-43	-2	9
24	CSc1cccc(NC(=O)C2CCN(S(=O)(=O)c3cnc[nH]3)CC2)c1	-1.4	39	-10	-3
25	CCNC(=O)C1CCCN(Cc2cc(C(F)(F)F)ccc2Cl)CC1 (stereo not drawn)	-1.5	1	2	2
26	Cc1cccc(-c2sc(Nc3ccccc3)n[n+]2-c2ccc(F)cc2)c1	0.2	-7	-7	2
27	Cc1nc2ccccc2c(=O)n1Cc1ccc([N+](=O)[O-])cc1	0.8	9	1	-7
28	COc1ccc(Cc2nc3ccc(C(=O)NCCc4ccncc4)cc3o2)cc1OC	4.1	4	-5	-6
29	O=C(COc1ccc(C(=O)NCCN2CCOCC2)cc1)Nc1cccc(C(F)(F)F)c1	-0.8	27	7	1
30	COc1cccc2c(N/N=C/c3ccco3)cc(C)nc12	-1.7	36	3	15

nr	PAX8 reporter	EWS-Fli block	DENV2 CPE rescue
21	.	-10	-1
22	-14	-12	-1
23	18	-3	-2
24	-1	-8	6
25	.	15	-2
26	-22	-6	12
27	6	5	1
28	-7	-6	4
29	-15	-2	10
30	-13	-2	-5

(cont.)
nr	SMILES	F508del corr	GSIS activator	FN deposit inh	miR122 inh
31	COc1ccc(/C=N/NC(=O)c2sccc2C)c2ccccc12	-2.0	.	0	.
32	CC(C#N)Sc1nc2ccccc2c(=O)n1-c1ccccc1 (stereo not drawn)	2.8	-1	.	5
33	COc1ccccc1-c1nnc(SCC(=O)Nc2ccc(Cl)cc2Cl)o1	.	.	-3	3
34	CC(C)(C)c1ccc(C(=O)N2CCCN(C(=O)c3ccc(C(C)(C)C)cc3)CC2)cc1	.	-10	-4	.
35	Cc1ccc(CSc2nnc(-c3ccco3)n2N)cc1	.	.	-13	-3
36	C[C@H]1CN([C@@H](C)CO)C(=O)Cc2cc(NC(=O)Cc3cn(C)c4ccccc34)ccc2O[C@@H]1CN(C)C(=O)Nc1cccc2ccccc12	1.1	-9	3	-3[16.7 µM]
37	CCn1c2ccccc2c2cc(NC(=O)COC(=O)c3cccc(S(=O)(=O)NC)c3)ccc21	.	-9	-1	13
38	C[C@@H](OC(=O)c1[nH]cnc1C(=O)N1CCc2ccccc2C1)c1ccccc1	-0.4	.	-3	1
39	COc1ccc(-n2nc(C(=O)NCC(=O)Nc3cccc(Cl)c3)c3ccccc3c2=O)cc1OC	-2.0	-15	12	-13
40	Cc1ccnc(NC(=O)CCCOc2cc(=O)n(C)c3ccccc23)c1	-2.8	-1	-9	183*!

nr	PAX8 reporter	EWS-Fli block	DENV2 CPE rescue
31	-69	-35	-3
32	.	1	-3
33	-13	.	.
34	11	.	.
35	-22	.	.
36	.	9	21*
37	2	-2	-10
38	-15	0	-1
39	21	-4	-2
40	53	14	-5

Next part:
nr	SMILES	F508del corr	GSIS activator	FN deposit inh	miR122 inh
41	COCCNC(=O)C[C@H]1C[C@H]2c3cc(NC(=O)Nc4ccccc4)ccc3O[C@H]2[C@@H](CO)O1	3.0	6	6	1[16.7 µM]
42	C[C@H](CO)N1C[C@H](C)[C@H](CN(C)C(=O)NC2CCCCC2)OCCCC[C@H](C)Oc2ccc(NC(=O)Cc3ccccc3)cc2C1=O	-0.6	-29	.	3[16.7 µM]
43	COc1cc(OC)cc(C(=O)NC2CCCCCCC2)c1	1.1	6	0	6
44	CCOc1ccccc1C1CC(c2cccc(NS(C)(=O)=O)c2)=NN1C(=O)c1ccccc1 (stereo not drawn)	.	-8	-11	0
45	CCCN(CC(=O)Nc1ccccc1OC)C(=O)c1ccc(S(=O)(=O)NCc2ccco2)cc1	1.6	.	4	-2
46	COc1ccccc1C(=O)N1CCN(C(=O)c2oc3c(C)c(C)ccc3c2C)CC1	0.2	20	.	-1
47	CC(C)Cc1ccc(S(=O)(=O)Nc2cccnc2)cc1	-0.7	-24	6	7
48	COc1cc(Cl)c(C)cc1NC(=O)COC(=O)c1cc[n+]([O-])cc1	2.0	14	1	.
49	COc1ccc(C(=O)Nc2nnc(C3=COCCO3)o2)cc1OC	-0.2	30	-4	0
50	COc1cccc(NC(=O)[C@@H]2CCCN2S(=O)(=O)c2cccc3cccnc23)c1	0.7	6	9	-3

nr	PAX8 reporter	EWS-Fli block	DENV2 CPE rescue
41	-9	1	-1
42	.	1	.
43	-14	-9	1
44	-2	.	.
45	19	16	1
46	11	-4	3
47	16	14	-6
48	4	-1	.
49	.	2	19
50	-17	-9	-10

miR122 inh, what is marked active above
item | Structure | F508del corr | GSIS activator | miR122 inh | DENV2 CPE rescue
40 | Cc1ccnc(NC(=O)CCCOc2cc(=O)n(C)c3ccccc23)c1 | -2.8 | -1 | 183*! | -5

Part of the list above, bar-delimited:
entry | Structure | F508del corr | GSIS activator | FN deposit inh | miR122 inh | PAX8 reporter | EWS-Fli block | DENV2 CPE rescue
41 | COCCNC(=O)C[C@H]1C[C@H]2c3cc(NC(=O)Nc4ccccc4)ccc3O[C@H]2[C@@H](CO)O1 | 3.0 | 6 | 6 | 1[16.7 µM] | -9 | 1 | -1
42 | C[C@H](CO)N1C[C@H](C)[C@H](CN(C)C(=O)NC2CCCCC2)OCCCC[C@H](C)Oc2ccc(NC(=O)Cc3ccccc3)cc2C1=O | -0.6 | -29 | . | 3[16.7 µM] | . | 1 | .

Molecules shown so far containing an NH in an aromatic ring, in the order listed:
nr	SMILES	F508del corr	GSIS activator	FN deposit inh	miR122 inh
24	CSc1cccc(NC(=O)C2CCN(S(=O)(=O)c3cnc[nH]3)CC2)c1	-1.4	39	-10	-3
38	C[C@@H](OC(=O)c1[nH]cnc1C(=O)N1CCc2ccccc2C1)c1ccccc1	-0.4	.	-3	1

nr	PAX8 reporter	EWS-Fli block	DENV2 CPE rescue
24	-1	-8	6
38	-15	0	-1

Going on with the list:
nr	SMILES	F508del corr	GSIS activator	FN deposit inh	miR122 inh
51	Cc1cccc(/C=C2\Sc3ccc(C(=O)N4CCC(C)CC4)cc3N(C)C2=O)c1	-2.0	4	-15	3
52	COc1ccccc1CNC(=O)C[C@H]1CC[C@@H]2[C@H](COC[C@@H](O)CN2C(=O)Nc2ccc(C(F)(F)F)cc2)O1	4.9	-34	-7	-6[16.7 µM]
53	COc1cc2ccccc2cc1C(=O)Nc1ccccc1N1CCCC1	3.4	7	3	.
54	COCC1CCN(Cc2cn(C)nc2-c2cccc(Cl)c2)C1 (stereo not drawn)	.	-4	.	0
55	C[C@@H]1CCCCO[C@@H](CN(C)Cc2ccc(C(F)(F)F)cc2)[C@@H](C)CN([C@@H](C)CO)C(=O)c2cc(NS(=O)(=O)c3ccccc3)ccc2O1	0.9	-12	-3	-2[16.7 µM]
56	CC1(C(=O)NS(=O)(=O)c2ccc(Br)cc2)CCN1C(=O)CC1CCCCC1 (stereo not drawn)	-0.2	10	3	-5

nr	PAX8 reporter	EWS-Fli block	DENV2 CPE rescue
51	13	2	-4
52	22	-4	-3
53	29	11	5
54	4	7	1
55	94*	-15	-3
56	-4	3	-7

Screens (PubChem)
